Compound activity from PubChem.
POLK inh: blocks human DNA polymerase kappa activity. Q9UBT6. Potency, µM (series often up to 107 µM), inactives show at the top dose activity, negative = inhibition, actives largely listed as inhibitors. purified Pol kappa, fluorescent DNA synthesis assay, 10 min. actives 0.53% (n = 400,000); also: potency is read from the fitted curve at half-maximal effect; % is scaled to controls: 0 for no effect and ±100 for the full control effect
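Pol kappa 10 nM + cpd, 15 min RT; start w/ substrate 50 nM final; fluorescence kinetic read, 0 and 10 min. Neg ctrl: buffer, no enzyme.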
ERG Ets-DNA blk: ERG Ets/DNA interaction inhibition | AID 624246 | actives 0.028% (n = 370,000) | P11308 | Potency, µM (doses to about 76.9 µM), inactives show at the highest dose FP activity, negative = inhibition, actives largely listed as inhibitors | fluorescence polarization, His-ERG Ets domain / labelled DNA; active = well fitted inhibition curve with a large enough effect in the polarisation, with a control signal flat; inconclusive = small, poorly fitted or top-dose-only effect, or effect the other way, or a change in a side signal; inactive = no such curve, though single readings can be large or run the other way; the % refers to the polarisation;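 also: polarization taken with two DNA probes labelled with fluorescein and Texas red; potency is read from the fitted curve at half-maximal effect; % of control where 0% means no effect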
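His-tagged ERG Ets domain (1 uM in the protein solution; 300mM KCl, 50mM Tris-HCl, 1mM EDTA, 1mM DTT, pH 7.5) received compound, then a probe mix of 5 nM fluorescein-DNA and 100nM Texas-615-DNA. Fluorescence polarization was read for both dyes.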
Anesthetic bind: candidate novel general anesthetic via apoferritin binding. P02791. apoferritin/1-aminoanthracene competitive binding, fluorescence. Potency, µM (doses to about 77.5 µM), for inactives: top-dose activity change, negative = displacement, actives largely listed as inhibitors. actives 0.074% (n = 350,000). AID 485281; also: potency is read from the fitted curve at half-maximal effect; % is scaled to controls: 0 for no effect and ±100 for the full control effect; nearly all actives have a fitted effect of over 20% in size
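Probe: 1-aminoanthracene (50% saturated, PBS). Protein: horse-spleen apoferritin, 10 uM. Incubation: 10 min, room temperature. Detection: 380 nm excitation, 535 nm emission. Analysis: normalized response, four-parameter Hill.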
TRHR agonist: agonists of human TRH receptor; P34981; actives 0.18% (n = 360,000); TRHR cells, calcium flux fluo-8, FDSS agonist mode; activation, % at 2 µM; in the data active = activation above about 30%; also: 0% is about no effect
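Fluo-8-loaded TRHR cells; 10 s baseline, compound added, kinetic Ca2+ fluorescence read 1/s, agonist mode.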
BLM helicase inh: Bloom syndrome helicase (human) inhibition; P54132; recombinant BLM DNA unwinding, fluorescence dequenching; Potency, µM (titrated, usually from 56.1 µM), inactives show at the top dose activity change, negative = inhibition, most hits filed as inhibitors; actives 0.2% (n = 350,000);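 also: potency is read from the fitted curve at half-maximal effect; plate controls were vehicle for no effect and no enzyme for full effect; nearly all actives have a fitted effect of over 35% in size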
POLI inh: inhibitors of human DNA polymerase iota; Q9UNA4; Potency, µM (highest dose often 115 µM), for the others: at the highest dose activity, negative = inhibition, actives largely listed as inhibitors; actives 1% (n = 390,000); Pol iota fluorescent replication assay, 10 min; also: potency is read from the fitted curve at half-maximal effect
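Fluorescent replication assay read twice, at 0 min and 10 min after adding 50 nM (final) substrate. Enzyme (10 nM) and compounds were first incubated 15 min at room temperature; enzyme-free buffer wells were negative controls.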
POLB inh: inhibitors of human DNA polymerase beta; Pol beta primer extension/strand displacement, fluorescence kinetic; P06746; AID 485314; Potency, µM (titrated, usually from 114 µM), for the others: at the highest dose activity change, negative = inhibition, most hits filed as inhibitors; actives 1.3% (n = 340,000); also: potency is read from the fitted curve at half-maximal effect; % is scaled to controls: 0 for no effect and ±100 for the full control effect
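Pol beta (10 nM) and compounds were preincubated 15 min at room temperature, then 50 nM substrate (final) started primer extension/strand displacement. Reads were taken at 0 and 10 min; concentration-response data were fitted to a four-parameter Hill equation.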
ALOX12 inh: ALOX12 (human) lipoxygenase inhibition. Potency, µM (titrated, usually from 108 µM), for the others: at the highest dose activity change, negative = inhibition, most hits filed as inhibitors. P18054. actives 1.1% (n = 580,000). purified 12hLO, xylenol orange hydroperoxide absorbance; also: potency is read from the fitted curve at half-maximal effect; % is scaled to controls: 0 for no effect and ±100 for the full control effect
Target sequence (P18054 whole entry, looked up): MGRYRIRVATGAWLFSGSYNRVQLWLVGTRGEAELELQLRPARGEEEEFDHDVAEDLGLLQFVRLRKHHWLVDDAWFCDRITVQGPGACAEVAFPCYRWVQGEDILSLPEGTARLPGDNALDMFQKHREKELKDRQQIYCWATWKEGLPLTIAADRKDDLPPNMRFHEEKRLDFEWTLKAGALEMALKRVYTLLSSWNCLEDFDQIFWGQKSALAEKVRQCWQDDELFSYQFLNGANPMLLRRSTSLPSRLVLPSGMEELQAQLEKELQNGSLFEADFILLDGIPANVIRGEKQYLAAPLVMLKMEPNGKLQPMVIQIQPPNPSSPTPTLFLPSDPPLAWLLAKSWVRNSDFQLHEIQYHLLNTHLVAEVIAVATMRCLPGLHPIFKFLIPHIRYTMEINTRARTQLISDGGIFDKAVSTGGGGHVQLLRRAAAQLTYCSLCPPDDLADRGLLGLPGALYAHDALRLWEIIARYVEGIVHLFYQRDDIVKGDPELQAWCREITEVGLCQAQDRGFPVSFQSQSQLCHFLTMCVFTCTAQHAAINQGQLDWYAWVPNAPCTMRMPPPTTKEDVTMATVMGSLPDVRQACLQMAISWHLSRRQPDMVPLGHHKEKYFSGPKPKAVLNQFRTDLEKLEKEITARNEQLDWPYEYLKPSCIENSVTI
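Purified human 12hLO at 150 nM in 25 mM Hepes, 0.01% Triton X-100, pH 7.0, preincubated 15 min at room temperature with compound. Reaction started with 40 uM arachidonic acid, 30 min at room temperature. Hydroperoxide measured by Fe-xylenol orange, 573/405 nm absorbance ratio.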
APEX1 inh: inhibitors of human APE1 endonuclease. P27695. recombinant APE1, TAMRA/BHQ-2 abasic DNA cleavage fluorescence. Potency, µM (doses to about 65.8 µM), for the others: at the top dose activity change, negative = inhibition, hits mostly inhibitors. actives 0.35% (n = 350,000). AID 2517;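 also: potency is read from the fitted curve at half-maximal effect; plate controls were vehicle for no effect and reference inhibitor for full effect; nearly all actives have a fitted effect of over 55% in size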
Target sequence (P27695 whole entry, looked up): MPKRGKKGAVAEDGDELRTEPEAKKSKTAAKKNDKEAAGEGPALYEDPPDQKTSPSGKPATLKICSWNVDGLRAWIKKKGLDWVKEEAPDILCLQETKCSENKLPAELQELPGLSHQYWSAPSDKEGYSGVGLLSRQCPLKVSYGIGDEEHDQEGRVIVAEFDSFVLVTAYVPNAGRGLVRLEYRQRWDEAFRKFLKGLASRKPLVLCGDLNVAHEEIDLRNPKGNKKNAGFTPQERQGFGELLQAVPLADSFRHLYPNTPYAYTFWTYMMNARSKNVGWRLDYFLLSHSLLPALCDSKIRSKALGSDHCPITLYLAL
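Substrate: short duplex with […] THF abasic site, 5'-TAMRA and 3'-BHQ-2, 50 nM final. APE1 at 0.75 nM, preincubated 15 min RT with compound. Fluorescence increase from first to third read measured activity.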
* hit, by the source's call; ? = inconclusive; . = not tested or not shown; & = joins results of further samples; [ ] = dose if it differs, or a comment. Unless noted, calls follow the shape of the dose curve; as a rule, active = well fitted curve in the direction sought with a large enough effect; inconclusive = small, poorly fitted or top-dose-only effect, or another doubt; inactive = no such curve, though single readings can be large; an effect the other way counts as inactive or inconclusive.

Results follow in this order: POLK inh | ERG Ets-DNA blk | Anesthetic bind | TRHR agonist | BLM helicase inh | POLI inh | POLB inh | ALOX12 inh | APEX1 inh
1	CC1CCCCC12NC(=O)N(CC(=O)Nc1ccc(S(=O)(=O)Nc3ncccn3)cc1)C2=O (centres undefined)
 : 8% | 19% | . | 0.3 | . | 28% | . | -21% | -5%
2	CN(CC(=O)Nc1ccc(Cl)c(Cl)c1)C(=O)CNC(=O)C1CCCCC1
 : 8% | -7% | . | 0.1 | . | 28% | . | 172%[activator] | 10%
3	O=C(COC(=O)/C=C/c1ccco1)NCc1ccccc1Cl
 : -2% | -5% | -13% | -2.0 | 3% | 1% | ? | -3% | -4%
4	O=C(CNC(=O)c1n[nH]c2ccccc12)Nc1ccc(F)c(F)c1F
 : -9% | -14% | . | . | . | 15% | . | 1% | 11%
5	CNc1sc(C(=O)c2cccs2)c(N)c1-c1nc2ccccc2s1
 : -1% | 1% | ? | 1.6 | -3% | 6% | 0% | 0% | -4%
6	Cc1ccc(S(=O)(=O)N2CCC(C(=O)NCC3CCCCC3)CC2)cc1
 : -2% | 0% | -6% | -0.9 | -3% | 8% | 9% | ? | 29%
7	Cc1ccc(S(=O)(=O)N2CCOCC2)cc1C(=O)Nc1cc(S(=O)(=O)N2CCCCC2)ccc1O
 : -13% | 10%[15.4 µM] | . | . | . | 0% | . | -2% | .
8	CNS(=O)(=O)c1ccc(C(=O)NCC(=O)NC(C)c2cccs2)cc1 (centres undefined)
 : 12% | 11% | . | 0.4 | . | 2% | . | 368%[activator] | 17%
9	CC(=O)C1=NN(c2ccccc2)C2(S1)S/C(=C\c1ccccc1)C(=O)N2c1ccccc1 (centres undefined)
 : -10% | -4% | -14% | 0.6 | -15% | -7% | 23% | 2% | 14%
10	Cc1ccc(NC(=O)CCn2nc(C)cc2C)cc1
 : -10% | 3% | -6% | -0.6 | -1% | 7% | 10% | 0% | -2%
11	CC(C)(C)c1cc(C(=O)NCCN2CCCC2)cc(C(C)(C)C)c1
 : -3% | -2% | -9% | 1.4 | 0% | 32%[activator] | 14% | -22% | 5%
12	COc1ccc(Cl)cc1NC(=O)CCn1c(=O)oc2ccccc21
 : 8%&-14% | 0%&-1% | -12%&-3% | -0.3&1.2 | -2%&-2% | 15%&-3% | -27%&-14% | -11%&-10% | 35%
13	Cc1ccc(SCC(=O)c2sc(-c3ccccc3)nc2C)cc1
 : -8% | 0% | 7% | 0.6 | -9% | -10% | 3% | 0% | 0%
14	CCOC(=O)CN/C=C(\C#N)c1ccc(F)cc1
 : -14% | -9% | -7% | 0.0 | -3% | 10% | -4% | -8% | 7%
15	CC1CCC(C(C)C)C(=O)/C1=C\c1ccc(NC(=O)CCC(=O)O)cc1 (centres undefined)
 : -1%[60.1 µM] | 15% | -11% | -0.1 | -3% | 3% | 3% | 1% | 0%
16	COc1ccc(S(=O)(=O)N2CCC(c3nnnn3-c3ccccc3)CC2)cc1OC
 : -14% | 4% | 10% | 0.2 | -6% | -15% | 15% | -16% | .
17	Cc1ccc(-c2nc(CS(=O)(=O)CC(=O)N3CCN(c4cccc(C)c4C)CC3)c(C)o2)cc1
 : -4% | -3% | 50%[activator] | -0.2 | -10% | -5% | 2% | -23% | .
18	O=C1CCC/C(=N/NC(=O)c2cc(NS(=O)(=O)c3cccs3)cc(NS(=O)(=O)c3cccs3)c2)C1
 : ? | -6% | -10% | 0.8 | -9% | ? | -3% | 4% | -4%
19	COc1ccc(-c2nc(S(=O)(=O)c3ccccc3)c(N3CCOCC3)o2)cc1
 : -17% | 6% | 1% | 2.2 | 1% | -6% | -27% | -16% | 3%
20	CC(CN1CCN(C)CC1)OC(=O)c1ccc(Cl)cc1Cl (centres undefined)
 : -12% | -1% | -10% | 0.3 | 4% | -20%[58.9 µM] | 19% | ? | 1%
21	NS(=O)(=O)c1ccc(NC(=S)NNC(=O)c2ccc(Br)o2)cc1
 : -3% | -6% | -6% | 0.1 | -2% | 19% | 96% | 0% | 14%
22	Cc1nc([N+](=O)[O-])cn1C(C)C
 : -2% | -1% | -2% | -0.9 | 0% | -5% | 13% | 11% | 2%
23	CCOC(=O)C1=C(C)N(Cc2ccc(C(=O)O)cc2)C(=O)NC1c1ccc([N+](=O)[O-])cc1 (centres undefined)
 : -16% | 3% | -2% | 0.2 | -1% | 32%[activator] | 22% | -1% | ?
24	CCn1cc(C(=O)NCc2ccccn2)c(=O)c2cc(F)c(N3CCN(C)CC3)cc21
 : -9% | 2% | -7% | 0.8 | -5% | 41%[activator] | -2% | 25% | -1%
25	O=C1/C(=C\Nc2ccc(Cl)cc2)CCN1c1ncccn1
 : -25% | -11% | -14% | 0.2 | -6% | 37%[activator] | -1% | ? | -3%
26	COc1cc(OC)cc(-c2c(-c3cccs3)c3cc(-c4ccc5[nH]ccc5c4)ccc3n2C)c1
 : 2% | 6% | . | 0.7 | . | 43%[activator] | . | 8% | -14%
27	COc1ccc(/C(C)=N\NC(=O)c2ccc3c(c2)OCO3)cc1OC
 : . | . | -8% | -0.3 | -4% | . | 83% | -2% | -8%
28	COc1cccc(N2CCN(C(=O)c3ccc(C)c(NC(=O)c4nsc5ccccc45)c3)CC2)c1
 : -3%[60.1 µM] | 4% | -12% | 0.0 | -7% | -13% | -1% | -29% | .
29	CC(C)CNC(C(=O)Nc1ccc([N+](=O)[O-])cc1Br)c1ccccc1 (centres undefined)
 : -12% | -10% | -10% | -1.1 | 1% | 3% | 91% | -19% | 15%
30	COc1ccccc1N1CCN(S(=O)(=O)c2c(C)[nH]c(=O)[nH]c2=O)CC1
 : -6% | 10% | 2% | 0.3 | 3% | 92%[activator] | ? | 0% | 14%

Full records as entered above. Screens in order: POLK inh	ERG Ets-DNA blk	Anesthetic bind	TRHR agonist	BLM helicase inh	POLI inh	POLB inh	ALOX12 inh	APEX1 inh
CCn1cc(C(=O)NCc2ccccn2)c(=O)c2cc(F)c(N3CCN(C)CC3)cc21 is listed with -9%	2%	-7%	0.8	-5%	41%[activator]	-2%	25%	-1%
CC(=O)C1=NN(c2ccccc2)C2(S1)S/C(=C\c1ccccc1)C(=O)N2c1ccccc1 (centres undefined) is listed with -10%	-4%	-14%	0.6	-15%	-7%	23%	2%	14%
O=C1/C(=C\Nc2ccc(Cl)cc2)CCN1c1ncccn1 is listed with -25%	-11%	-14%	0.2	-6%	37%[activator]	-1%	?	-3%

The listing continues.
| cpd | compound | POLK inh | ERG Ets-DNA blk | Anesthetic bind | TRHR agonist | BLM helicase inh | POLI inh | POLB inh | ALOX12 inh | APEX1 inh |
| --- | --- | --- | --- | --- | --- | --- | --- | --- | --- | --- |
| 31 | COc1ccc(-c2csc(Nc3ccc(S(N)(=O)=O)cc3)n2)cc1OC | -4%[60.1 µM] | 27% | -1% | -0.7 | -3% | -8% | 1% | ? | 11% |
| 32 | CN1CCN(C(=O)C2CC(c3ccc(F)cc3)=NO2)CC1 (centres undefined) | -9% | -2% | 12% | -1.0 | -5% | 3% | 9% | 275%[activator] | -1% |
| 33 | Cc1cc(-c2nn3c(-c4ccccc4)nnc3s2)c2ccccc2n1 | 2% | 1% | -6% | -0.3 | 3% | 79µM* | ? | -15% | -2% |
| 34 | COc1ccc(-n2cc(-c3ccccc3)c3c(=S)nc[nH]c32)cc1 | -17% | -1% | 9% | -1.5 | -3% | 1% | 23% | ? | 22% |
| 35 | NC(N)=NC(=O)c1nc(Cl)c(N2CCCCCC2)nc1N | -13%[60.1 µM] | -12% | 0% | -0.1 | -8% | 14% | -3%[57.1 µM] | 6% | 3%&0%&12% |
| 36 | Cc1ccc(C)c(NC(=O)C2CCN(c3nn4c(=O)cc(C)nc4s3)CC2)c1 | 2% | -6% | -1% | 0.0 | -1% | 87%[activator] | 4% | -22% | . |
| 37 | CN(C)c1nnnn1-c1ccc(Oc2ccccc2)cc1 | -9% | -7% | -10% | 0.1 | -1% | 33%[activator] | 0% | -2% | 1% |
| 38 | Nc1c(C=C2C=CC(=O)C=C2)c(=O)nc2snc(SCc3ccccc3)n12 | -4% | 15% | ? | 0.5 | ? | ? | ? | ? | -4% |
| 39 | COC(=O)c1ccccc1NC(=S)N(Cc1ccc2c(c1)OCO2)Cc1cc2cc(C)ccc2[nH]c1=O | -9% | 13% | -5% | -0.7 | -1% | 20% | 8% | -23% | 21% |
| 40 | COc1ccc(CN2C(=O)[C@@H]3C(c4ccc(F)cc4)=NO[C@@H]3C2=O)cc1 | -6% | 11% | -14% | 0.8 | -8% | 18% | 12% | 11% | 10% |
| 41 | COC(=O)C(C)Oc1ccc2c(c1)O/C(=C\c1ccco1)C2=O (centres undefined) | ? | 34%[activator] | 0% | 0.3 | -4% | 45µM* | ? | ? | 0% |
| 42 | COc1ccccc1N1CCN(C(=O)c2cc3c(=O)n4ccccc4nc3s2)CC1 | 12% | -10% | . | 1.0 | . | 23% | . | 194%[activator] | -6% |
| 43 | COc1cc(OC)c(-c2nc3cnccc3n2C)cc1OC | -11% | -6% | -2% | -0.1 | -6% | -12%[58.9 µM] | ? | -24% | 4% |
| 44 | O=C(c1cccs1)N1CCn2c1nc1ccccc12 | -3% | -5% | -8% | 0.2 | -1% | 7% | 0% | 3% | 4% |
| 45 | CCN(CC)S(=O)(=O)c1cc(NC(=O)COC(=O)CCC(=O)c2ccc(F)cc2)ccc1C | -16% | -6% | ? | 0.2 | -4% | -3% | -4% | -14% | ? |

This is a subset; count on the stated rates, not on these rows.
